Source: PubChem
ATXN viability: Viability Counterscreen for Primary qHTS for Inhibitors of ATXN expression; Potency, µM (highest dose often 56.7 µM), usual class: cytotoxic; AID 651635, 2014; actives 0.49% (n = 400,000); S2 cells (HEK-293 line with an ATXN2-luciferase reporter) viability, CellTiter-Fluor protease fluorescence, 24 h; note: potency is the fitted concentration of half-maximal effect; nearly all actives have a fitted effect of over 40% in size
IL1B secr inh: qHTS for Inhibitors of Inflammasome Signaling: IL-1-beta AlphaLISA Primary Screen. activity change, % at 57.5 µM. AID 743279, 2014. THP-1 LPS/ATP IL-1B secretion, AlphaLISA, 16 h; active compounds read low. actives 4.7% (n = 360,000); in the data active = activity change below about -50%; inconclusive = mostly about -30% to -49%; note: % is set by controls: 0 for no effect and ±100 for the full control effect
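Secreted IL-1B measured by AlphaLISA bead assay after 16 h compound exposure of THP-1 cells; compounds (final up to 57.5 uM) added 1 h before LPS (250 ng/mL) and ATP (1.25 mM) stimulation; lower signal means less secretion.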
SW480 rereplic: A quantitative high throughput screen for small molecules that induce DNA re-replication in SW480 colon adenocarcinoma cells. SW480 DNA re-replication, Hoechst DNA content imaging, 48 h. Potency, µM (highest dose often 46.1 µM), inactives show at the highest dose re-replication activation, most hits filed as activators. actives 1.8% (n = 340,000); note: potency is the fitted concentration of half-maximal effect; % of control where 0% means no effect; nearly all actives have a fitted effect of over 55% in size
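Treated cells incubate 48 hr (37 C, 5% CO2), are stained 40 min with Hoechst, and nuclear fluorescence is enumerated; a rise in nuclei with high DNA signal marks re-replication.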
HT1080 IDH1KD tx: qHTS for induction of synthetic lethality in tumor cells producing 2HG: qHTS for the HT-1080-IDH1KD cell line; HT-1080 IDH1 knockdown viability, ATP luminescence, 48 h; Potency, µM (top dose mostly 46.1 µM), for inactives: at the highest dose activity, negative = toxicity, actives largely listed as cytotoxic; actives 2% (n = 360,000);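 note: potency is the fitted concentration of half-maximal effect; 0% = DMSO wells and -100% = cell-free medium wells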
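Cytotoxicity counter-line: IDH1KD HT-1080, 48 h, CellTiter-Glo. Curves classed by r2, magnitude and activity.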
HT1080NT lethal: qHTS for induction of synthetic lethality in tumor cells producing 2HG: qHTS for the HT-1080-NT fibrosarcoma cell line; HT-1080-NT fibrosarcoma viability, CellTiter-Glo ATP luminescence, 48 h; Potency, µM (top dose mostly 46.1 µM), inactives show at the top dose activity, negative = less viability, usual class: cytotoxic; actives 1.6% (n = 360,000); AID 686970, 2013;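 note: NT is the 2HG producing partner of a matched IDH1 knockdown line; potency is the fitted concentration of half-maximal effect; 0% = DMSO-treated cells and -100% = media-only wells without cells; nearly all actives have a fitted effect of over 55% in size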
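Viability by CellTiter-Glo luminescence after 48 h compound exposure at 37C of HT-1080-NT cells (750/well, RPMI, 5% FBS). % activity scaled between DMSO wells and medium-only wells, then curve-fitted and categorized by curve class.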
MCF10A rerep: A quantitative high throughput screen for small molecules that induce DNA re-replication in MCF 10a normal breast cells; MCF 10A DNA re-replication, Hoechst nuclear intensity, 48 h; Potency, µM (titrated, usually from 46.1 µM), for the others: at the highest dose activity, positive = re-replication, actives largely listed as activators; actives 2.9% (n = 350,000); AID 624296, 2012; note: potency is the fitted concentration of half-maximal effect; % of control where 0% means no effect; nearly all actives have a fitted effect of over 50% in size
KB-V1 cytotox: qHTS assay for MDR1-selective chemotherapeutics: Primary screen using the drug-selected MDR subline cells KB-V1; actives 3.4% (n = 400,000); KB-V1 MDR cells viability, CellTiter-Glo, 72 h; Potency, µM (doses to about 46.1 µM), without a hit: at the top dose activity change, negative = cytotoxicity, actives largely listed as cytotoxic; note: potency is the fitted concentration of half-maximal effect; % is set by controls: 0 for no effect and ±100 for the full control effect; nearly all actives have a fitted effect of over 60% in size
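In this primary screen, KB-V1 cells overexpressing P-gp are incubated with library compounds (lowest to highest concentration) for 72 h at 37 degrees C before a luminescent ATP viability read.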
ATXN2 expr inh: Primary qHTS for Inhibitors of ATXN expression. actives 0.72% (n = 360,000). HEK-293 ATXN2-luciferase reporter, luminescence, 24 h. Potency, µM (series often up to 57 µM), for inactives: top-dose activity change, negative = inhibition, actives largely listed as inhibitors; note: potency is the fitted concentration of half-maximal effect; % is set by controls: 0 for no effect and ±100 for the full control effect; nearly all actives have a fitted effect of over 55% in size
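ATXN2-luciferase reporter cells (luciferase flanked by upstream and downstream ATXN2 gene portions) were treated 24 h at 37 °C with compounds at up to 57 uM. SteadyGlo luminescence gave expression; GF-AFC fluorescence gave viability.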
KB-3-1 cytotox: qHTS assay for MDR1-selective chemotherapeutics: Primary screen using the parental adenocarcinoma cell KB-3-1; KB-3-1 viability, CellTiter-Glo ATP luminescence, 72 h; Potency, µM (doses to about 46.1 µM), for the others: at the highest dose activity change, negative = cytotoxic, most hits filed as cytotoxic; actives 1.4% (n = 400,000); AID 1347075, 2019; note: potency is the fitted concentration of half-maximal effect; % is set by controls: 0 for no effect and ±100 for the full control effect; nearly all actives have a fitted effect of over 60% in size
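Here the drug-naive KB-3-1 line serves as comparator for MDR sub-line selectivity; cells received compound titrations, 72 h at 37 °C, then CellTiter-Glo readout.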
Active calls of the source: *; i = inactive; u = inconclusive; x = no result given; & = joins results of further samples; [ ] = another dose, or the depositor's remark. Unless noted, calls come from the whole dose curve; as a rule, active = well fitted curve in the direction sought with a large enough effect; inconclusive = small, poorly fitted or top-dose-only effect, or another doubt; inactive = no such curve, though single readings can be large; an effect the other way counts as inactive or inconclusive.

SMILES	ATXN viability	IL1B secr inh	SW480 rereplic	HT1080 IDH1KD tx	HT1080NT lethal	MCF10A rerep	KB-V1 cytotox	ATXN2 expr inh	KB-3-1 cytotox
CCC(=O)Nc1cccc(-n2nnnc2SCC(=O)c2ccc(C)c(C)c2)c1	i	-92*	-9%	u	-8%	-3%	u	19%	-11%
N#Cc1nc(-c2ccco2)oc1NCc1cccnc1	i	9	-2%	u	10%	u	-10%	-3%	8%
NS(=O)(=O)c1ccc(CCNC(=O)CCS(=O)(=O)c2ccc(Br)cc2)cc1	i	-3	3%	5%	10%	0%	21%	x	1%
CCn1c(COc2ccc(=O)n(-c3ccccc3)n2)nnc1SCc1ccccc1	i	-24	-1%	3%	3%	6%	-9%	0%	0%
Cc1cccc(CCNC(=O)COc2cc(=O)n(C)c3ccccc23)c1	i	9	-29%	-6%	6%	0%	u	11%	11%
N#CC1=C(S)N(c2ccc(F)cc2)C2(CCCCC2)NC1=O	i	9	16%	8%	25%	u	1%	0%	-4%
O=C(c1cc2nc(-c3ccco3)cc(C(F)(F)F)n2n1)N1CCN(Cc2ccccc2)CC1	i	-29	-2%	-13%	-11%	u	u	-23%	-7%
COc1ccc(-c2onc(C)c2-c2cscn2)c(O)c1	i	15	0%	5%	9%	18%	-27%	-30%	3%
O=C(NCC(c1cccs1)N1CCc2ccccc21)c1ccccc1 (centres undefined)	i	-13	u	u	u	u	u	3%	u
CCOC(=O)c1ccc(NC(=S)Nc2ccc(C)cc2)cc1	i	-8	5%	u	-18%	-2%	-24%	-3%[11.3 µM]	0%
O=C(/C=N/O)NCCCN1CCOCC1	i	8	u	19%	12%	28%	-10%	10%	8%
O=C(CNC(=O)c1cccc(OC(F)F)c1)OCn1nnc2ccccc2c1=O	i	32	-5%	11%	3%	-9%	0%	4%	3%
CC(C)COC(=O)C(N)C(C(=O)OCC(C)C)c1ccccc1 (centres undefined)	i	17	2%	7%	0%	0%	-13%	-2%	0%
O=C(NCc1ccc(F)cc1)C(=O)NCC1OCCN1C(=O)c1cccs1 (centres undefined)	u	0	-3%	17%	14%	0%	1%	12%	10%
O=C(COc1ccc(Cl)cc1Cl)NNC(=S)Nc1ccc(F)cc1	i	-3	-1%	-4%	-11%	15%	21µM*	-1%	2%
C=CCNC(=O)c1ccc(OC2CCN(S(=O)(=O)N(C)C)CC2)cc1	i	26	u	9%	10%	-44%[inhibitor]	-7%	18%	7%
O=C(CS(=O)(=O)c1ccc(F)cc1)NCc1ccccc1	i	-10	-4%	17%	0%	8%	u	2%	8%
CCCN1C(=O)C2(SC(NC(C)=O)=NN2C(C)=O)c2cc(C)cc(C)c21 (centres undefined)	i	x	-60%[inhibitor]	4%	-17%	20%	-7%	-3%	2%
CCOC(=O)c1cnc2ccc(C)cc2c1Nc1ccc(N2CCOCC2)cc1	u	u	16%	u	u	21µM*	0%	u	u
Cc1sc2nc(CN3CCOCC3)[nH]c(=O)c2c1-c1ccccc1	i	3	-9%	12%	-3%	-90%[inhibitor]	u	3%	11%
COc1ccc2oc(C(=O)N(C)CCOc3ccc(Cl)cc3)c(C)c2c1	i	12	5%	-1%	10%	9%	0%	-15%	7%
O=C(CSc1cn[nH]n1)Nc1ccccc1C(F)(F)F	i	13	0%	7%	5%	1%	-1%	-11%	8%
O=C(Nc1nnc(-c2ccc(Cl)cc2)o1)Nc1ccccc1Cl	i	-29	3%	0%	-9%	2%	u	-13%	-3%
CCOC(=O)C1CCCN(S(=O)(=O)c2cc(OCC(N)=O)c(C)cc2Cl)C1 (centres undefined)	u	-92*	1%	-6%	0%	-8%	-5%	1%	22%
CN1C(C(=O)Nc2ccc(OC(F)(F)F)cc2)=CC(c2cccs2)=NS1(=O)=O	u	-4	-3%	2%	6%	-9%	0%&-12%	u	7%&-5%
Carrying on.
SMILES	ATXN viability	IL1B secr inh	SW480 rereplic	HT1080 IDH1KD tx	HT1080NT lethal	MCF10A rerep	KB-V1 cytotox	ATXN2 expr inh	KB-3-1 cytotox
Cc1ccc(CCNC(=O)Cn2ncc3c(=O)oc4ccccc4c32)cc1	i	x	x	x	x	x	u	4%	4%
COc1ccc(C(=O)Nc2ccccc2-c2nc(-c3ccc(OC)cc3)no2)cc1	i	x	x	x	x	x	u	15%	-18%
O=C(COC(=O)c1ccc(O)cc1)NC1CCCC1	i	10	6%	1%	1%	0%	-4%	x	-2%
CCCC1(C2CCCC2)NC(=O)NC1=O (centres undefined)	u	13	1%	7%	7%	0%	4%	-1%	3%
COc1ccc(NC(=O)CSc2nnc(-c3ccncc3)o2)c([N+](=O)[O-])c1	i	-4	-2%	19%	13%	-2%	5%	2%	-8%
CC1(C)NC(C)(C)/C(=C\c2cccs2)C(=O)C1=O	i	u	49%	-44%	3%	-8%	-9%	-23%	u
O=C1c2ccccc2C(O)N1Cc1ccc2c(c1)OCO2 (centres undefined)	u	-3	-2%	2%	-11%	9%	-8%	-4%	0%
Cn1c(=O)c2c3c(sc2n2cnnc12)CCC3	i	33	2%	-2%	-3%	-2%	-29%	-18%	1%
Cc1cccc(C)c1NC(=O)C(c1ccccc1F)n1c(=O)c(-c2ccccc2)nc2ccccc21 (centres undefined)	x	-5	x	-13%	-17%	x	-12%	x	-28%
S=C(Nc1ccccc1)Nc1nc2ccccc2n1CCOc1ccccc1	i	-106*	u	u	u	u	15µM*	u	-27%
CC(C)Cn1c(-c2cccs2)nc2ccccc21	i	-12	0%	-4%	-4%	9%	-20%	-8%	u
CCOc1ccc(NC(=O)c2ccc(NC(=O)COC(=O)Cc3ccc(OC)cc3)cc2)cc1	i	37	-85%[inhibitor]	-11%	0%	5%	-3%	19%	-4%
C=CCN1C(=O)C(O)(CC(=O)c2ccc(-n3cccc3)cc2)c2ccccc21 (centres undefined)	i	4	u	-14%	-6%	u	1%	1%	6%
COc1ccc(-c2cc(-c3cccs3)nc(OC)c2C#N)cc1OC	i	-9	u	u	u	6.5µM*	4.6µM*	-21%	u
O=C(CNC(=O)c1cccc(F)c1)N/N=C/c1cc(Br)ccc1OC(=O)/C=C/c1ccco1	i	191	5.2µM*	u	u	10%	-12%	28µM*	u
COc1ccc(NC(=O)CCNC(=O)C2CCN(S(=O)(=O)c3ccccc3)CC2)cc1OC	i	17	x	3%	2%	x	29%	x	1%
COCC(C)NC(=O)CSc1nc2ccccc2n1CCc1ccccc1 (centres undefined)	i	-3	u	-14%	3%	u	-7%	x	-12%
CCN1C2=NCCCN2c2ccccc21	i	0	-2%	22%	13%	-1%	4%	-2%	12%
Cn1c(=O)c2cc(NC(=S)NC3CCCCC3)ccc2n1Cc1ccc(F)cc1	i	-3	x	4%	-16%	x	3%	3%	0%
CC(C)(C)c1cc(OC(=O)c2ccccc2F)ccc1O	u	-69*	15%	21µM*	33µM*	-2%[9.22 µM]	1%	-35%	-12%
O=C(COC(=O)c1ccc(F)c(S(=O)(=O)N2CCOCC2)c1)c1ccc(Cl)cc1	i	0	-2%	-2%	1%	6%	5%	-4%	21%
COc1ccccc1-c1ccc2c(c1)C(C)(Cc1ccc(Cl)cc1)C(=O)N2 (centres undefined)	i	7	x	10%	13%	x	4%	1%	0%
C=CCn1c(C)cc(C(=O)CSc2ccc(NC(C)=O)cc2)c1C	i	-13	-2%	1%	2%	2%	-3%	44%[activator]	1%
CNC(=O)C[C@@H]1C(=O)N(C2CCCCC2)CC1(C)C	i	11	x	5%	2%	x	-11%	-5%	u
COc1cc(C(=O)N[C@@H](C)C(=O)N2CCC3(CC2)NCCc2[nH]cnc23)cc(OC)c1OC	i	15	1%	17%	6%	8%	12%	11%	7%

Some of the entries so far, with values under each structure:
Below each SMILES: ATXN viability	IL1B secr inh	SW480 rereplic	HT1080 IDH1KD tx	HT1080NT lethal	MCF10A rerep	KB-V1 cytotox	ATXN2 expr inh	KB-3-1 cytotox
O=C(CNC(=O)c1cccc(OC(F)F)c1)OCn1nnc2ccccc2c1=O
  i	32	-5%	11%	3%	-9%	0%	4%	3%
CC(C)COC(=O)C(N)C(C(=O)OCC(C)C)c1ccccc1 (centres undefined)
  i	17	2%	7%	0%	0%	-13%	-2%	0%
O=C(NCc1ccc(F)cc1)C(=O)NCC1OCCN1C(=O)c1cccs1 (centres undefined)
  u	0	-3%	17%	14%	0%	1%	12%	10%

Next results
SMILES	ATXN viability	IL1B secr inh	SW480 rereplic	HT1080 IDH1KD tx	HT1080NT lethal	MCF10A rerep	KB-V1 cytotox	ATXN2 expr inh	KB-3-1 cytotox
CCOC(=O)c1sc2ccccc2c1S(=O)(=O)Nc1ccc(CC)cc1	i	x	x	x	x	x	u	-32%	u
Cc1nn(CCCC(=O)Nc2ccc(Br)cc2F)c(C)c1[N+](=O)[O-]	i	-8	-3%	-5%	1%	7%	13%	-17%	-13%
Cc1[nH]oc(=O)c1N=Nc1c(Cl)cccc1Cl	i	21	2%	-6%	-2%	2%	0%	-1%	-13%
CCOc1ccc(-c2n[nH]c(C)c2Oc2ccccc2OC)c(O)c1	i	-19	-2%	u	u	u	-19%	-21%	u
O=C(CN1c2ccccc2Sc2ccccc21)NNC(=O)Nc1cccc(Cl)c1	u	-88*	u	12µM*	18µM*	23µM*	-8%	-26%	u
COc1ccc(C(=O)N/N=C/c2ccc(OC)c(CSc3ccccn3)c2)cc1	i	u	-5%	-6%	-1%	14%	-13%	7%	5%
CCOC(=O)c1ccccc1NC(=O)Cn1c(=O)n(CCC(=O)N2CCc3ccccc3C2)c(=O)c2ccccc21	u	x	x	x	x	x	-3%	-22%	-1%
